LDHA inh – LDHA (human) enzyme inhibition; P00338; purified LDHA, NADH/diaphorase-resazurin fluorescence; stronger effect = lower value; activity change, % (values are at about 110 or 230 µM); 0.15% of 480,000 active; AID 1347041; in the data active = activity change below about -30%; inconclusive = mostly about -25% to -30%;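 also: plate controls were DMSO wells for no effect and wells without enzyme for full effect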
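Remaining NADH was detected by diaphorase (0.133 mg/mL) converting 37 µM resazurin to fluorescent resorufin, read at 0 and 20 minutes. The preceding 5-minute room-temperature reaction used 2 nM LDHA, 0.2 mM sodium pyruvate and 0.06 mM NADH at pH 7.4.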
An asterisk follows results filed as active; ? = inconclusive. Not all compounds are listed. The share of hits here may be higher or lower than overall.

SMILES	LDHA inh
CCOc1cc(/C=C/c2nc3ccccc3o2)ccc1O	0
COc1ccc2oc(-c3ccc(C)c(NC(=O)C(C)C)c3)nc2c1	-5
O=C(c1ccccc1Br)N(Cc1cccc2[nH]ccc12)C1CC1	6
CCCOc1ccc(-c2nc(C#N)c(NCCN3CCOCC3)o2)cc1	7
CC(=O)Nc1ccc(-c2csc(NC(C)(C)C)n2)cc1	7
Cc1csc(C(C#N)C(=O)CSc2ccc3c(c2)OCCO3)n1 (configuration not stated)	1
CN(C)CCNc1ccccc1	10
O=C1CCc2cc(S(=O)(=O)Nc3ccncc3)ccc2N1	0
CCn1cc(C(=O)N2CCN(C)CC2c2ccccc2)c2ccccc21 (configuration not stated)	1
CSC1=N/C(=C\C=C\c2ccco2)C(=O)S1	-23
Cc1ccc(NCC(O)Cn2c3ccccc3n3c(=O)cc(C)c(C#N)c23)cc1Cl (configuration not stated)	8
Cc1ccc2oc(=O)cc(-c3cc4ccccc4o3)c2c1	-19
Cc1cccc(C(=O)Nc2c(C)ccc3nsnc23)c1	0
Nc1nc(COC(=O)c2ccccc2Cl)nc2ccccc12	-20
CC1=C(C(=O)Nc2ccc(C(=O)NCCc3cccs3)cc2)SCCO1	1
CN(C(=O)C1CC1)c1ccccc1C(=O)NC1CCCc2ccccc21 (configuration not stated)	-3
CCCNC(=O)c1ccc(-n2nc(Sc3ccc(Cl)cc3)ccc2=O)cc1	5
CC(C)c1ccc(S(=O)(=O)NCCc2ncc3ccccn23)cc1	9
Cc1ccc(-c2cc(C(=O)O)c3ccc(C)c(C)c3n2)cc1	6
COc1ccc(NC(=O)CCc2c[nH]c3ccccc23)c(OC)c1	0
O=C(COC(=O)c1nc(-c2ccccc2)n(-c2ccccc2)n1)Nc1cc(F)ccc1F	1
O=C(NCc1ccncc1)c1ccc2ccccc2n1	8
CNC(=O)NC(=O)CCN1CCOC(c2cccc(Br)c2)C1 (configuration not stated)	0
O=C(c1cc2ccccc2oc1=O)N1CCc2ccccc2C1	-7
N#Cc1cn(CC(=O)Nc2cccc(Cl)c2Cl)c2ccccc12	-1
CC(C)(C)OC(=O)N1CCN(C(=O)c2cc(-c3ccncc3)nc3ccccc23)CC1	-4
Cc1cc(C)n2ncc(C(=O)Nc3ccccc3)c2n1	-2
O=C(CC1CC2CCC1C2)OCC(=O)c1ccc2c(c1)OCO2 (configuration not stated)	6
Oc1ccc2cccc(O)c2c1	19
CCOC(=O)c1sc2nc(CN3CCC(C)CC3)[nH]c(=O)c2c1C	9
Cc1cc(S(=O)(=O)N2CCC(NS(=O)(=O)c3cccs3)CC2)ccc1Br	12
CCCn1c(=O)[nH]c(=O)c2c1nc(-c1ccccn1)n2CCOC	1
CC(C)Cc1nnc2sc(-c3cc4ccccc4[nH]3)nn12	5
N#Cc1ccc(S(=O)(=O)N2CCN(CC(=O)Nc3ccccc3C(=O)NC3CCCC3)CC2)cc1	-3
CC1CC1C(=O)NCCC12CC3CC(CC(C3)C1)C2 (configuration not stated)	7
O=C(COc1ccccc1)N(Cc1ccc(-c2cccc(Cl)c2)o1)C1CCS(=O)(=O)C1 (configuration not stated)	1
COCC(=O)N1CCN(c2oc(-c3ccccc3)nc2S(=O)(=O)c2ccccc2)CC1	-1
COc1ccccc1-c1c(C(F)(F)F)oc2cc(OCC(N)=O)ccc2c1=O	3
CCCCn1c(=O)[nH]c(=O)c2c1nc(CN1CCOC(C)C1)n2C (configuration not stated)	6
O=C(Nc1nc2cc3c(cc2s1)OCCCO3)c1ccc(Br)cc1F	-5
CCC(C)(C)C1CCc2c(sc(NC(=O)C(C)(C)C)c2C#N)C1 (configuration not stated)	0
COc1ccc(NC(=O)C(=O)NCc2ccc(C)cc2)c(OC)c1	-4
CCCCn1c(=O)[nH]c(=O)c2[nH]c(-c3ccc(C#N)cc3)nc21	6
CN1CCN(CC2CNCCO2)CC1 (configuration not stated)	3
CNC(=O)c1ccc(NC(=O)CCn2c(=O)oc3cc(S(=O)(=O)N4CCCC4)ccc32)cc1	1
CC(=O)N1CCC(C(=O)NCc2ncc(-c3ccccc3)o2)CC1	8
COCC(C)n1c(COc2ccccc2F)nnc1SCC(=O)OC(C)(C)C (configuration not stated)	-1
Cc1nc2cc(NC(=O)c3ccccc3C(F)(F)F)ccc2o1	2
CCCCCCCCOc1ccc(OC(=O)/C=C/c2ccc(OC)cc2)cc1	3
Cc1ccc(C(=O)Nc2ccc(O)c(-c3nc4cc(C)ccc4o3)c2)cc1	4
CCn1c(NC(=O)CCc2nc(-c3ccsc3)no2)nc2ccccc21	-7
O=C1/C(=C/c2ccc(Cl)c(Cl)c2)Cc2ccccc21	0
CC(=O)c1cnn(-c2cc(NC3CCCC3)nc(-c3ccccc3)n2)c1C	1
CCN(CC)S(=O)(=O)NC1CCN(c2ncccn2)CC1	1
Cc1ccc2nc(-c3ccc(C)c(NC(=O)c4ccc([N+](=O)[O-])o4)c3)oc2c1	6
COC(=O)c1ccc(COc2ccc3c4c(c(=O)oc3c2)CCCC4)o1	9
O=C(COC(=O)CCC(=O)c1ccc(F)cc1)NC1CCCCCC1	-9
O=c1[nH]c2ccc(-c3csc(Nc4ccccc4F)n3)cc2o1	0
O=C(COc1ccc2ccc(=O)oc2c1)NCc1cccs1	-4
COCC(=O)n1nc(NCc2ccccc2Cl)nc1NCc1ccccc1Cl	-49*

Following part.
SMILES	LDHA inh
CCOC(=O)c1[nH]c2ccc(F)cc2c1NC(=O)CCC1CCCC1	-1
O=C(CC1(C(=O)O)CCCCCC1)Nc1ccccc1NS(=O)(=O)c1ccc(F)cc1	-1
CC(c1cccc2ccccc12)N(C(=O)c1cccs1)C1CC1 (configuration not stated)	1
CCCOc1ccc(/C(O)=C2\C(=O)C(=O)NC2c2ccc(C(C)(C)C)cc2)cc1 (configuration not stated)	14
COC(=O)c1cn(CC(=O)N2CCC(C)CC2)c2ccccc12	-3
Cc1cc(C(=O)COC(=O)c2ccco2)c(C)n1Cc1cccs1	2
COc1cccc(/C=C(/C#N)C(=O)c2c(Cl)cccc2Cl)c1OC	8
COCC(C)NC(=O)c1cc(-c2ccccc2Cl)nc2ccccc12 (configuration not stated)	3
Cc1cccc(C)c1NC(=O)CN(C)C(=O)c1cccc(S(=O)(=O)NCC2CCCO2)c1 (configuration not stated)	-1
CC(C)Oc1nc2ccccc2nc1C(C#N)C(=O)NCc1ccccc1 (configuration not stated)	8
Cc1cc(=O)n(CC(=O)Nc2ccc(F)cc2)c(N2CCc3ccccc3C2)n1	3
COc1ccc(S(=O)(=O)Nc2nc3ccccc3nc2Nc2cccc(Br)c2)cc1	-1
Cc1cc(=O)oc2cc(OCC(=O)NC(C)(C#N)C3CC3)ccc12 (configuration not stated)	-17
Cc1ccc(CC(=O)NC(C)c2ccncc2)cc1C (configuration not stated)	-4
Cc1ccccc1CN(C)CC(O)COc1ccc(-c2ccccc2)cc1 (configuration not stated)	-4

Structures listed so far with a cyano group, in the order listed:
SMILES	LDHA inh
CCCOc1ccc(-c2nc(C#N)c(NCCN3CCOCC3)o2)cc1	7
Cc1csc(C(C#N)C(=O)CSc2ccc3c(c2)OCCO3)n1 (configuration not stated)	1
Cc1ccc(NCC(O)Cn2c3ccccc3n3c(=O)cc(C)c(C#N)c23)cc1Cl (configuration not stated)	8
N#Cc1cn(CC(=O)Nc2cccc(Cl)c2Cl)c2ccccc12	-1
N#Cc1ccc(S(=O)(=O)N2CCN(CC(=O)Nc3ccccc3C(=O)NC3CCCC3)CC2)cc1	-3
CCC(C)(C)C1CCc2c(sc(NC(=O)C(C)(C)C)c2C#N)C1 (configuration not stated)	0
CCCCn1c(=O)[nH]c(=O)c2[nH]c(-c3ccc(C#N)cc3)nc21	6
COc1cccc(/C=C(/C#N)C(=O)c2c(Cl)cccc2Cl)c1OC	8
CC(C)Oc1nc2ccccc2nc1C(C#N)C(=O)NCc1ccccc1 (configuration not stated)	8
Cc1cc(=O)oc2cc(OCC(=O)NC(C)(C#N)C3CC3)ccc12 (configuration not stated)	-17

Carrying on:
SMILES	LDHA inh
Cc1c(Cl)cccc1NC(=O)COc1ncnc2ccc(Br)cc12	-9
N#Cc1ccc(C(=O)OCC(=O)c2ccc3c(c2)OCCO3)cc1	7
CN(C)CCCn1cnc2c1c(=O)[nH]c(=O)n2C	-8
N#Cc1c(SCCN2CCCCC2)nc(N2CCOCC2)c2c1CCCC2	5
O=S1(=O)N=C(Oc2ccccc2Br)c2ccccc21	-9
O=C(O)c1cccc2c(Cl)cccc12	2
O=C(Nc1ccc(F)cc1F)c1nc2ccccc2nc1N1CCCCC1	4
c1ccc(CNC2C3CC4CC(C3)CC2C4)nc1 (configuration not stated)	-5
O=C(NC1CCCCC1)c1ccc2ncsc2c1	5
CC(c1ccc(F)c(F)c1)N(C)CCS(=O)(=O)CCC(N)=O (configuration not stated)	-5
CCOC(=O)c1cnc(SCC(=O)Nc2ccc(C)c(C)c2)nc1N	0
CCCCNC(=S)NCCCc1cnc[nH]1	3
CCCC(=O)Nc1ccc(CNCc2ccc(Br)cc2)cc1	3
CC(C)(C)c1ccc2[nH]c(C(C)(C)C)c(C=O)c2c1	2
CC(C)c1nc(C#N)c(NCC(c2cccs2)N2CCOCC2)o1 (configuration not stated)	-1

Some of these compounds in order of the LDHA inh value, descending.
| SMILES | LDHA inh |
| --- | --- |
| N#Cc1c(SCCN2CCCCC2)nc(N2CCOCC2)c2c1CCCC2 | 5 |
| O=C(Nc1ccc(F)cc1F)c1nc2ccccc2nc1N1CCCCC1 | 4 |
| CCCCNC(=S)NCCCc1cnc[nH]1 | 3 |
| CC(C)(C)c1ccc2[nH]c(C(C)(C)C)c(C=O)c2c1 | 2 |
| CCOC(=O)c1cnc(SCC(=O)Nc2ccc(C)c(C)c2)nc1N | 0 |
| CC(c1ccc(F)c(F)c1)N(C)CCS(=O)(=O)CCC(N)=O (configuration not stated) | -5 |
| CN(C)CCCn1cnc2c1c(=O)[nH]c(=O)n2C | -8 |
| O=S1(=O)N=C(Oc2ccccc2Br)c2ccccc21 | -9 |

New compounds follow.
SMILES	LDHA inh
Cc1ccn2cc(-c3ccc(NC(=O)CCC4CCCCC4)cc3)nc2n1	-2
CCOC(=O)c1oc2cc(OC(=O)c3ccccc3OC)ccc2c(=O)c1-c1ccccc1OC	2
CCNC(=O)CNC(=O)c1cc(-c2ccc(F)cc2)nc2ccccc12	-12
CC1CCCCN1C(=O)c1cc2cc([N+](=O)[O-])ccc2oc1=O (configuration not stated)	1
CCOc1ccc(C(C)=O)cc1COc1ccc2c(C)cc(=O)oc2c1	-6
COc1cccc(Oc2coc3cc(OC)ccc3c2=O)c1	-8
CCc1cc(C(=O)OC)c(N)s1	0
COc1ccc(Cl)cc1NC(=O)COc1ccccc1F	1
Cc1ccc(C(=O)NCc2ccncc2)c(C)c1	1
O=C(c1ccc(F)cc1)c1ccc(OCc2ccc(-c3ccccc3)cc2)cc1	3
Cc1nc2c(c(C)c1CCC(=O)NCCN1CCN(C)CC1)c(=O)n(C)c(=O)n2C	-2
Cc1ccc(-n2c(SCC(=O)Nc3ccc(Br)cc3F)nc3c(=O)[nH]cnc32)cc1	6
COc1ccc(C(=O)O)cc1CN1CCCCC1	1
Cn1c(N)c(-c2csc(NC3CC3)n2)c(=O)n(C)c1=O	5
CCc1sc(C(=O)Nc2sc(C)c(C)c2C#N)cc1Br	0
CC(C)c1ccc(NC(=O)c2nc3ccccc3nc2N2CCOCC2)cc1	-8
COc1ccc2c(C)nc(Nc3nc4ccccc4c(=O)[nH]3)nc2c1	-9
CCCN(Cc1ccccc1)C(=O)c1cc2ccccc2oc1=O	7
CC(C)c1ccc(-c2noc(Cn3c(Cl)nc4c3c(=O)n(C)c(=O)n4C)n2)cc1	?
Cc1ccc(C(NC(=O)Cc2cccs2)C(=O)Nc2ccc3c(c2)OCCO3)cc1 (configuration not stated)	-15
O=S(=O)(c1cccc(Br)c1)N1CCSCC1	8
Cn1c(=O)[nH]c(=O)c2c1nc(SCC(N)=O)n2CCCc1ccccc1	-3
O=CNNC(=S)Nc1cc(Cl)ccc1Cl	-8
CCSC1=N/C(=C\c2ccc(Br)s2)C(=O)S1	-7
CCOc1ccc(S(=O)(=O)[C@H]2CS(=O)(=O)C[C@@H]2N2CCOCC2)cc1	9
COc1ccc(C2N(Cc3ccccc3)C(=O)c3ccccc3N2C)cc1COc1ccc(NC(C)=O)cc1 (configuration not stated)	-1
CCC(C)(C)c1ccc(OCC(=O)Nc2cccc(C(=O)O)c2)cc1	-6
CCOc1cc(-c2noc(-c3ccccc3)n2)ccc1OCC(=O)NC(C)(C)C	-2
CCCn1c(N)c(C(=O)CSc2ccc3ccccc3n2)c(=O)n(C)c1=O	0
N#Cc1cc2c(cc1-c1cc3c(cc1C(=O)C1CC1)OCCO3)OCCO2	9

Overlap with the part before: 2 compounds, followed by the next part.
SMILES	LDHA inh
CCCn1c(N)c(C(=O)CSc2ccc3ccccc3n2)c(=O)n(C)c1=O	0
N#Cc1cc2c(cc1-c1cc3c(cc1C(=O)C1CC1)OCCO3)OCCO2	9
COc1ccc(C2Nc3ccccc3C(=O)N2Cc2cccnc2)cc1COc1ccc(NC(C)=O)cc1 (configuration not stated)	7
COc1cc(C2SCCS2)ccc1OC(=O)c1ccc2c(c1)NC(=O)CS2	13
CN=C(NC)NCc1ccc(Br)s1	0
Cc1ccccc1C(=O)NNC(N)=S	-4
CC1CCN(S(=O)(=O)N2CCCC(c3nc4ccccc4o3)C2)CC1 (configuration not stated)	6
CCN(Cc1cc2ccccc2[nH]c1=O)S(=O)(=O)c1ccc(C)cc1	-5
Cn1c(C(=O)N2CCN(C(=O)c3ccccc3)CC2)cc2ccccc21	-8
CC(C)=CC(=O)CC(O)(c1ccccc1)c1ccccc1	6
Cc1cccc(C)c1NC(=O)CN1CCN(Cc2nc3ccccc3o2)CC1	14
O=C(Nc1ccc(F)cc1)c1ccc[n+]([O-])c1	0
CCOC(=O)C(=O)Nc1cc(OC)c(OC)c(OC)c1	1

Screens deposited in PubChem by National Center for Advancing Translational Sciences (NCATS).
